AMA1-RON2 inh: AMA1-RON2 (P. falciparum) interaction inhibition. 360,000 tested, 0.2% active. AlphaScreen AMA1-biotinylated RON2 peptide binding. AID 720542. Potency, µM (series often up to 58.2 µM), for inactives: at the top dose activity change, negative = inhibition, most hits filed as inhibitors;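 also: potency is read from the fitted curve at half-maximal effect; 0% = vehicle wells and -100% = peptide control; nearly all actives have a fitted effect of over 45% in size; some results filed as inactive show a strong effect at the top dose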
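AMA1 (3D7) with his tag at 25 nM final met compounds first, then biotinylated RON2 peptide at 25 nM; detection used donor plus acceptor beads, 10 µg/mL apiece, read by AlphaScreen after 30 min at room temperature.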
AmpC inh detg: AmpC beta-lactamase inhibition with detergent present; Potency, µM (series often up to 114 µM), for the others: at the top dose activity change, negative = inhibition, actives largely listed as inhibitors; 370,000 tested, 0.041% active; P00811; AmpC hydrolysis of nitrocefin, absorbance 480 nm, 0.01% Triton;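 also: potency is read from the fitted curve at half-maximal effect; 0% = no-compound wells and -100% = no-enzyme wells; nearly all actives have a fitted effect of over 25% in size; some results filed as inactive show a strong effect at the top dose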
Target sequence (P00811 whole entry, looked up): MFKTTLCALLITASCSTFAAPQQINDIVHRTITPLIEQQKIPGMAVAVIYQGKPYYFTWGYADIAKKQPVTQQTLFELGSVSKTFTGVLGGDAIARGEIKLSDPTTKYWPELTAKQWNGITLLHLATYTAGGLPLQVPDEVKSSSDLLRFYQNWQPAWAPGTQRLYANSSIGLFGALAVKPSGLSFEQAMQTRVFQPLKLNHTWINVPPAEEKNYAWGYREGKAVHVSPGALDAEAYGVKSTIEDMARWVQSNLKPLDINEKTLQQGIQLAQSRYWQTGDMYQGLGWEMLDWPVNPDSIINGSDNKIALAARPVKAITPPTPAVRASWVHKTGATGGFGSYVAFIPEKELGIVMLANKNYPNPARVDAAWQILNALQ
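AmpC (5.3 nM in the dispensed reagent) in 20 mM phosphate pH 7.0 with 0.01% (detergent screen) or 0.0001% Triton X-100 was preincubated with compounds for 15 min at room temperature. Nitrocefin was then added from an 800 uM solution, and hydrolysis was followed at 480 nm.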
HCV inh: HCV inhibition; Huh7.5.1 HCVcc-Cre infection, luciferase reporter, 44 h; Potency, µM (series often up to 41.8 µM), for inactives: top-dose activity change, negative = inhibition, hits mostly inhibitors; 340,000 tested, 3.4% active; also: potency is read from the fitted curve at half-maximal effect
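Antiviral activity was scored by luciferase reporter output from cells infected with HCVcc-Cre (~0.5 moi) in presence of compound, 44 h infection period, cells seeded 1,000/well 4 h prior.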
FBPA Giardia inh: inhibitors of Giardia lamblia fructose-1,6-bisphosphate aldolase. A8B2U2. Potency, µM (titrated, usually from 59.6 µM), for the others: at the highest dose activity, negative = inhibition, hits mostly inhibitors. 290,000 tested, 0.71% active. purified Giardia FBPA; also: potency is read from the fitted curve at half-maximal effect; nearly all actives have a fitted effect of over 55% in size
Target sequence (A8B2U2 whole entry, looked up): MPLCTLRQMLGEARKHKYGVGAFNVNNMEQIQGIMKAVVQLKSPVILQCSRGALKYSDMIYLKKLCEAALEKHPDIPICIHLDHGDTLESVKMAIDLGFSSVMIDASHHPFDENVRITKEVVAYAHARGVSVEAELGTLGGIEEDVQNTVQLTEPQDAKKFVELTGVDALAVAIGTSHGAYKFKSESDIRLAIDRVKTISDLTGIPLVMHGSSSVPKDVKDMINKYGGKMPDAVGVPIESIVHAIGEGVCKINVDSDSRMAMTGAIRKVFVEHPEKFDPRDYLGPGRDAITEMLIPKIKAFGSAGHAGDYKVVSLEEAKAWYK
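Giardia FBPA (40 nM reagent) was preincubated 10 min at RT with compound (up to 57.5 uM final), then substrate plus GAPDH/TPI/NAD/arsenate coupling system with diaphorase/resazurin was added; resorufin fluorescence (525/598 nm) was read after 20 min.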
HCMV inh: human cytomegalovirus inhibition. 410,000 tested, 4.5% active. HFF cells, HCMV-luciferase reporter, 72 h; stronger effect = lower value. AID 1259415. activity change, negative = inhibition, % at 57.5 µM; in the data active = activity change below about -60%; inconclusive = no clear call, values can overlap the other calls; inactive = above about -39%
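Luciferase read-out from HCMV-luciferase-infected HFFs (MOI 1 PFU/cell) 72 h post infection at 37C; compounds added after 16 h cell attachment; activity normalized between buffer-only basal and Salinomycin (10uM) inhibitor controls.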
Sm TGR inh: blocks Schistosoma mansoni thioredoxin glutathione reductase. Potency, µM (titrated, usually from 114 µM), inactives show at the highest dose activity change, negative = inhibition, most hits filed as inhibitors. purified TGR, DTNB reduction, TNB absorbance 405 nm. Q962Y6. 360,000 tested, 3% active; also: potency is read from the fitted curve at half-maximal effect; nearly all actives have a fitted effect of over 60% in size
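TGR 20 nM + NADPH 100 uM (dispensed conc.), cpd preinc 15 min RT; start with NADPH (500 uM addition) then DTNB (15 mM addition). Kinetic TNB absorbance, 405 nm filter. Four-parameter Hill fit across titration.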
An asterisk follows results filed as active; [ ] = dose if it differs, or a comment. Unless noted, calls follow the shape of the dose curve; as a rule, active = well fitted curve in the direction sought with a large enough effect; inconclusive = small, poorly fitted or top-dose-only effect, or another doubt; inactive = no such curve, though single readings can be large; an effect the other way counts as inactive or inconclusive. Unless noted, % is scaled to controls: 0 for no effect and ±100 for the full control effect. Compounds were not picked by outcome; any-hit rate near 9.3%.

`CCN1CCN(C(=O)C2=C(C(=O)O)CCCC2)CC1` gave AMA1-RON2 inh -8%, AmpC inh detg inconclusive, HCV inh -3%, FBPA Giardia inh -2%, HCMV inh -20 and Sm TGR inh 3%.
`COC(=O)c1ccc(NC(=O)CCS(=O)(=O)c2ccc(C)cc2)cc1` gave AMA1-RON2 inh -3%, AmpC inh detg -5%, HCV inh -5%, FBPA Giardia inh 8%, HCMV inh -12 and Sm TGR inh -35%.
COc1ccccc1NCC(=O)N/N=C/c1sccc1C was read as AMA1-RON2 inh 13%, AmpC inh detg 3%, HCV inh -14%, FBPA Giardia inh -3% and HCMV inh -19.
O=Cc1ccc(Oc2cnccn2)cc1 was read as AMA1-RON2 inh 13%, AmpC inh detg 7%, HCV inh -2%, FBPA Giardia inh 1%, HCMV inh 14 and Sm TGR inh 7%.
Screening c1cncc(CNc2cccc(-c3nc4ccccc4[nH]3)c2)c1 returned AMA1-RON2 inh -29%, AmpC inh detg 12%, HCV inh -13%, FBPA Giardia inh -6%, HCMV inh -18 and Sm TGR inh 1%.
Screening Cn1cc(/C=C2\SC(=O)N(c3ccccc3)C2=O)c2ccccc21 returned AMA1-RON2 inh -1%, AmpC inh detg -5%, HCV inh -8%, FBPA Giardia inh 1%, HCMV inh 25 and Sm TGR inh -14%.
COc1cccc(/C=N/NC(=O)C(=O)Nc2ccccc2OC(F)(F)C(F)F)c1O was read as AMA1-RON2 inh 52%[activator], AmpC inh detg -12%, HCV inh inconclusive, FBPA Giardia inh -19%, HCMV inh -94* and Sm TGR inh -22%.
Screening COc1ccc(/C=C2\Oc3cc(OCC(=O)N4CCC(C(=O)O)CC4)ccc3C2=O)c(OC)c1 returned AMA1-RON2 inh -5%, AmpC inh detg -14%, HCV inh -11%, FBPA Giardia inh -25% and Sm TGR inh 0%.
`COc1ccc(N(Cc2cc(=O)[nH]c3ccccc23)C(C)=O)cc1` gave AMA1-RON2 inh 23%, AmpC inh detg -2%, HCV inh 14%, FBPA Giardia inh 9%, HCMV inh 84 and Sm TGR inh -3%.
For O=C(O)C1CCN(C(=O)CSc2nc3ccccc3s2)CC1 the results were AMA1-RON2 inh -4%, AmpC inh detg 3%, HCV inh 24%, FBPA Giardia inh 2%, HCMV inh -21 and Sm TGR inh 1%.
For COc1cc(NC(=O)c2ccco2)c(OC)cc1NC(=O)CCC(=O)Nc1cc(C)ccc1C the results were AMA1-RON2 inh -7%, AmpC inh detg inconclusive, HCV inh inconclusive, FBPA Giardia inh 3%, HCMV inh 11 and Sm TGR inh 4%.
Screening CCN(CC)S(=O)(=O)c1cccc(-c2nnc(SCCOc3ccccc3)o2)c1 returned AMA1-RON2 inh 2%, AmpC inh detg -13%, HCV inh inconclusive, FBPA Giardia inh 1%, HCMV inh -68* and Sm TGR inh 12%.
Screening CCCSc1ncc(Cl)c(C(=O)Nc2c(C(=O)c3ccc(C)cc3)oc3ccccc23)n1 returned AmpC inh detg 11%, HCMV inh -24 and Sm TGR inh 8%.
For Cc1ccc(-c2nn(CC(N)=O)c(=O)c3ccccc23)cc1S(=O)(=O)N(C)C the results were AMA1-RON2 inh 0%, AmpC inh detg 1%, HCV inh 19%, FBPA Giardia inh 3%, HCMV inh -19 and Sm TGR inh 7%.
`O=C(COc1ccccc1[N+](=O)[O-])NCC1COc2ccccc2O1` (configuration not stated) gave AMA1-RON2 inh -17%, HCV inh inconclusive and HCMV inh -1.

Entries from the list above containing an aryl thioether with sulfur outside any ring:
For O=C(O)C1CCN(C(=O)CSc2nc3ccccc3s2)CC1 the results were AMA1-RON2 inh -4%, AmpC inh detg 3%, HCV inh 24%, FBPA Giardia inh 2%, HCMV inh -21 and Sm TGR inh 1%.
Screening CCN(CC)S(=O)(=O)c1cccc(-c2nnc(SCCOc3ccccc3)o2)c1 returned AMA1-RON2 inh 2%, AmpC inh detg -13%, HCV inh inconclusive, FBPA Giardia inh 1%, HCMV inh -68* and Sm TGR inh 12%.
Screening CCCSc1ncc(Cl)c(C(=O)Nc2c(C(=O)c3ccc(C)cc3)oc3ccccc23)n1 returned AmpC inh detg 11%, HCMV inh -24 and Sm TGR inh 8%.

Other results follow:
`COCCCNCCOc1ccc(C)cc1[N+](=O)[O-]` gave AMA1-RON2 inh -29%, AmpC inh detg 5%, HCV inh 0%, FBPA Giardia inh -12%, HCMV inh 18 and Sm TGR inh 2%.
`N#CC1=C2C=CC=CN2CC1=O` gave AMA1-RON2 inh 24%, AmpC inh detg -14%, HCV inh 13%, FBPA Giardia inh -11%, HCMV inh 10 and Sm TGR inh 2%.
`Cc1ccc2c(c1)c1c(c(=O)n(-c3cccc(Cl)c3)c(=O)n1CC(=O)N1CCCC1)n2C` gave AmpC inh detg -3%, HCMV inh 2 and Sm TGR inh 7%.
Screening O=C(C[C@@H]1C/C=C\CC[C@H](Cc2ccc(F)cc2)C(=O)OC[C@@H]2CCCN2C1=O)N[C@H](CO)Cc1ccccc1 returned AMA1-RON2 inh 2%, HCV inh inconclusive and HCMV inh inconclusive.
For Cc1cc(=O)oc(C)c1C(=O)N1CCCc2ccccc21 the results were AMA1-RON2 inh -20%, AmpC inh detg -2%, HCV inh -2%, FBPA Giardia inh 2%, HCMV inh 29 and Sm TGR inh 5%.
`CC(=O)Nc1cccc(NC(=O)CSc2nnc(Cc3cccn3C)n2-c2ccc(C)cc2)c1` gave AMA1-RON2 inh 31%[activator], AmpC inh detg -4%, HCV inh 7%, FBPA Giardia inh 0%, HCMV inh 3 and Sm TGR inh inconclusive.
For COc1ccccc1C(=O)NCCn1ccc2ccccc21 the results were AMA1-RON2 inh -6%, AmpC inh detg -2%, HCV inh inconclusive, FBPA Giardia inh -3%, HCMV inh 6 and Sm TGR inh 2%.
`COC(=O)[C@@]1(Cc2ccc(OC)cc2)[C@H]2c3cc(C(=O)N(C)C)n(Cc4c(CO)[nH]cc(C)c4=O)c3C[C@H]2CN1C(=O)c1ccccc1` gave AMA1-RON2 inh -8%, HCV inh 14%, FBPA Giardia inh -1% and HCMV inh 7.
Screening O=C(CSc1nc2ccccc2o1)N1CCN(S(=O)(=O)c2ccc3ccccc3c2)CC1 returned AMA1-RON2 inh 2%, AmpC inh detg -4%, HCV inh 3%, FBPA Giardia inh 11%, HCMV inh 35 and Sm TGR inh 2%.
Screening COC(=O)Cc1c(C)c2ccc(OCc3nn[nH]n3)cc2oc1=O returned AMA1-RON2 inh -16%, AmpC inh detg 2%, HCV inh 1%, FBPA Giardia inh -18%, HCMV inh 19 and Sm TGR inh -8%.
COc1ccc(NC(C)=O)cc1S(=O)(=O)NCCc1ccccn1 was read as AMA1-RON2 inh 2%, AmpC inh detg inconclusive, HCV inh 12%, HCMV inh -29 and Sm TGR inh -2%.
`COc1cccc(/C=C2\SC(=S)NC2=O)c1OS(=O)(=O)c1ccc(NC(C)=O)cc1` gave AMA1-RON2 inh -19%, AmpC inh detg -16%, HCV inh 0%, FBPA Giardia inh 27%, HCMV inh -27 and Sm TGR inh 2%.
For CCOc1ccc(-n2c(=O)c3sc4ccccc4c3n(Cc3cccc(C)c3)c2=O)cc1 the results were AmpC inh detg 8%, HCMV inh -5 and Sm TGR inh 0%.
Screening CCc1cc2c(=O)n(CC(=O)NC3CCCCC3)cnc2s1 returned AMA1-RON2 inh -20%, AmpC inh detg 3%, HCV inh 31%[activator], HCMV inh -3 and Sm TGR inh 6%.
`CC(=O)c1ccc(N(CC(=O)NC2CCCC2)C(=O)CNC(=O)c2cccs2)cc1` gave AMA1-RON2 inh -11%, AmpC inh detg -3%, HCV inh -9%, FBPA Giardia inh -6%, HCMV inh -12 and Sm TGR inh -1%.
`COc1ccc(/C=N/NC(N)=S)cc1OC(=O)c1ccccc1` gave AMA1-RON2 inh 20%, AmpC inh detg -7%, HCV inh 3%, FBPA Giardia inh -2%, HCMV inh 8 and Sm TGR inh -4%.
`O=C(Cn1ccc2cc(S(=O)(=O)N3CCCC3)ccc21)NCc1ccco1` gave AMA1-RON2 inh 0%, AmpC inh detg -11%, HCV inh 16%, FBPA Giardia inh 6%, HCMV inh -33 and Sm TGR inh -16%.
For CCOC(=O)c1nn(-c2ccc(Cl)cc2)c2nc(Nc3ccccc3)cc(=O)n12 the results were AMA1-RON2 inh 5%, AmpC inh detg -2%, HCV inh -18%, FBPA Giardia inh 1%, HCMV inh inconclusive and Sm TGR inh 1%.
Cc1cc(NC(=O)CCc2ccc(-c3ccccc3)o2)no1 was read as AMA1-RON2 inh -1%, AmpC inh detg 3%, HCV inh -5%, FBPA Giardia inh 2%, HCMV inh -102* and Sm TGR inh -68%.
For O=C(NC(=S)Nc1ccc2oc(=O)ccc2c1)c1cccc(F)c1 the results were AMA1-RON2 inh -11%, AmpC inh detg 1%, HCV inh -11%, FBPA Giardia inh inconclusive, HCMV inh -22 and Sm TGR inh -4%.
`COCCSc1nc(N)c(NC(=O)c2ccc(OC)cc2)c(=O)[nH]1` gave AMA1-RON2 inh -3%, AmpC inh detg 6%, HCV inh 13%, FBPA Giardia inh 0%, HCMV inh -17 and Sm TGR inh 8%.
Cc1ccc(CNC(=O)Cn2cnc3cc([N+](=O)[O-])ccc3c2=O)cc1 was read as AMA1-RON2 inh 7%, AmpC inh detg 0%, HCV inh 19%, FBPA Giardia inh 0% and HCMV inh 22.
`Cc1nn(C)c(C)c1CN(C)C(=O)CCCC(=O)O` gave AMA1-RON2 inh inconclusive, AmpC inh detg inconclusive, HCV inh 10%, FBPA Giardia inh 1%, HCMV inh 43 and Sm TGR inh 1%.
`COc1ccccc1CNCc1ccc(OC)c(OC)c1OC` gave AMA1-RON2 inh -11%, AmpC inh detg 1%, HCV inh 2%, FBPA Giardia inh -23%, HCMV inh 13 and Sm TGR inh -16%.
CN1CC(=O)N(CC(=O)Nc2ccc(N3CCOCC3)cc2)C1=O was read as AMA1-RON2 inh 2%, AmpC inh detg 8%, HCV inh 4%, HCMV inh -36 and Sm TGR inh inconclusive.
`O=C(Nc1ccc(Br)cc1F)c1cc2nc(-c3ccco3)cc(C(F)(F)Cl)n2n1` gave AmpC inh detg 1%, HCMV inh 12 and Sm TGR inh 1%.
Screening c1ccc2c(c1)nc(N1CCOCC1)c1c3ccccc3[nH]c21 returned AMA1-RON2 inh 5%, AmpC inh detg 2%, HCV inh -30%, FBPA Giardia inh inconclusive, HCMV inh -18 and Sm TGR inh inconclusive.
`O=C(c1ccccc1)N1CCN(Cc2c[nH]c3ccccc23)CC1` gave AMA1-RON2 inh 29%, AmpC inh detg -11%, HCV inh -3%, FBPA Giardia inh 4%, HCMV inh 68 and Sm TGR inh -16%.
COc1ccc(N2CCN(CCCNC(=O)CCCn3c(=O)[nH]c4ccsc4c3=O)CC2)cc1 was read as AMA1-RON2 inh -23%, AmpC inh detg -6%, HCV inh -25%, FBPA Giardia inh 1%, HCMV inh -14 and Sm TGR inh -14%.
